# OX1R antag: antagonists of human orexin 1 receptor (OX1R); 1.8% of 330,000 active; OX1R-expressing cells, FRET antagonist read-out; Orexin/Hypocretin receptor type 1 (Homo sapiens), O43613; inhibition, % at 6.6 µM; in the data active means inhibition mostly above about 38%, no sharp cut-off; inactive means mostly below about 40%;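 further: 0% = agonist challenge alone and 100% = reference antagonist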
# Target sequence (O43613 whole entry, looked up): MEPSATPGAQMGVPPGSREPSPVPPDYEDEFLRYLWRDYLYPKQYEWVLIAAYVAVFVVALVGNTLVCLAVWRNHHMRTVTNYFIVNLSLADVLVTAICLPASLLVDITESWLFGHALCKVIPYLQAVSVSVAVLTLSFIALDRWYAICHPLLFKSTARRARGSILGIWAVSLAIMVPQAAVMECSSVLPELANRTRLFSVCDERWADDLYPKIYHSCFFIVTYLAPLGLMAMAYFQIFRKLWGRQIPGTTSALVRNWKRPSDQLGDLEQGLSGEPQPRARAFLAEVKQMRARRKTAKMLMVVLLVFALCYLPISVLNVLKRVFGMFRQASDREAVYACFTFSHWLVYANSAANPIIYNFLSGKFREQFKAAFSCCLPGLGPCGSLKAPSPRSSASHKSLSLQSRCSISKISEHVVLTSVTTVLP
# STK33 inh: inhibitors of purified STK33 kinase, primary screen, biochemical, ADP-Glo luminescence, homogeneous, cell-free; Serine/threonine-protein kinase 33 (Homo sapiens), Q9BYT3; MBP phosphorylation; inhibition, % at 10 µM; 0.073% of 320,000 active;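 active means inhibition at or above 25%, using the most active replicate where run in duplicate; inactive means inhibition below 25%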
# Target sequence (Q9BYT3 whole entry, looked up): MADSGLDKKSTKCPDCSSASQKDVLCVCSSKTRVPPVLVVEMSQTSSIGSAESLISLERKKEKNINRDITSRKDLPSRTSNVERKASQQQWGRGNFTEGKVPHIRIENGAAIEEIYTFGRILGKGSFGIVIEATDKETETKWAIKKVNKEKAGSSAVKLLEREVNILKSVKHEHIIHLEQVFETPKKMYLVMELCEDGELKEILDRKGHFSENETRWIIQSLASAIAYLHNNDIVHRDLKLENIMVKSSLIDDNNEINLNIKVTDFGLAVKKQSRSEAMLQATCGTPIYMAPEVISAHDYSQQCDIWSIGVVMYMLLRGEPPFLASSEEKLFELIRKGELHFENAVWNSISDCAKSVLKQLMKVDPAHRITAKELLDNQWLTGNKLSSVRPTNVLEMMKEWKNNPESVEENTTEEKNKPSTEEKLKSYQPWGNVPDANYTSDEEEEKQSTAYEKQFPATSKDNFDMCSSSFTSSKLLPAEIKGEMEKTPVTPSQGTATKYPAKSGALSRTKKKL
# KCNQ2 block: KCNQ2 potassium channel inhibitors, primary screen, cell-based, CHO-K1, FluxOR thallium flux, B-score (AID 2156); Potassium voltage-gated channel subfamily KQT member 2 (Rattus norvegicus), O88943; 20 min; stronger effect = lower value; B-score at 10 µM; 1.1% of 310,000 active;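 active means fluorescence ratio B-score at most minus 3 library SDs, with starting brightness B-score within 2 library SDs, cut at about -5.5 in these data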
# The depositor's hits bear a star; i = inactive; · = no result given. An unsorted share of the library; about 2.7% have a hit in one of these screens.
STK33 inh,KCNQ2 block,OX1R antag,Molecule
-0.3,i,13.3,CC1(C)NC(=O)N(CC(O)COc2ccc(-c3ccc(C#N)cc3)cc2)C1=O (stereo not drawn)
-1.0,i,17.3,Cc1ccccc1S(=O)(=O)Nc1nc2ccccc2nc1NCCO
-0.4,i,17.2,Cc1cccc(NC(=O)CN2C(=O)S/C(=C\c3ccc(-c4cccc(C(=O)O)c4C)o3)C2=O)c1
-0.1,i,11.4,Cc1cc(=O)oc2cc(OCC(=O)NCCN3CCOCC3)ccc12
-1.1,i,11.7,CC(=O)Nc1c(C)ccc(CNC(=O)COc2ccc(F)cc2)c1C
0.2,i,12.1,O=C(Nc1ccc(N2CCN(C(=O)c3cccs3)CC2)cc1)c1ccco1
-1.2,·,12.0,O=C(COC(=O)c1ccc(O)cc1)NC(c1ccccc1)c1ccccc1
-0.8,i,-3.8,CS(=O)(=O)N(CC(=O)Nc1ccc(CC#N)cc1)c1ccc(C23CC4CC(CC(C4)C2)C3)cc1
-1.3,i,19.1,CCc1ccc(N2C(=O)C3C4CCC(C4=C(C)C)C3C2=O)cc1 (stereo not drawn)
1.1,i,38.7,CC1Cc2ccccc2N1C(=O)c1cc2sccc2n1Cc1ccc(F)cc1 (stereo not drawn)
-1.7,i,8.7,CCOC1=C/C(=C/c2c(N)n3nc(CC(=O)N4CCCC4)sc3nc2=O)C=CC1=O
-1.8,i,24.4,COc1ccc(CNC(=O)[C@@H]2CC=C[C@@H]3CCN(C4CCCCC4)C(=O)[C@@H]32)cc1
0.5,i,7.2,CCC1=NN(C(=O)Cc2ccc([N+](=O)[O-])cc2)C(O)(C(F)(F)F)C1 (stereo not drawn)
·,i,18.6,c1ccc(CNC23CC4CC(CC(C4)C2)C3)nc1
-0.5,i,13.2,Cc1cc(Cl)c(S(=O)(=O)N2CCSCC2)cc1OCC(N)=O
-1.8,i,2.2,Cc1cc(S(=O)(=O)N2CCOCC2)ccc1OCC(=O)N1CCC(C(N)=O)CC1
1.3,i,7.6,CCOCCn1c(SC)nc2c1c(=O)[nH]c(=O)n2C
-2.4,i,7.9,COc1ccc(NC(=O)N2CCCCCC2)c(OC)c1
-0.8,·,2.6,CCOC(=O)c1c(C)[nH]c(C)c1C(=O)COC(=O)C1CC(=O)N(CCc2ccccc2)C1 (stereo not drawn)
-0.6,i,16.7,O=C(COC(=O)Cc1ccsc1)NCC1CCCCC1
-0.7,i,3.4,O=C(NCCc1ccccc1)c1cnc2sccn2c1=O
1.2,i,3.6,COc1ccc(C[C@H]2CN3C(=NC[C@@H]3C(C)C)N2C[C@H](C)NC(=O)c2ccc(C)c(Br)c2)cc1
0.6,i,5.9,CCOC(=O)C1=C(C)N=C2SC(C(=O)OC)=CC(=O)N2C1c1ccc(F)cc1 (stereo not drawn)
-0.5,i,9.8,CCN1CCN(C(=O)c2cc(=O)c3cc(C)ccc3o2)CC1
0.3,i,4.9,S=C(NCc1ccco1)N1CCC(c2nc3ccccc3o2)CC1
-0.2,i,23.0,Cc1cc(C(=O)NC2=NCCS2)c2ccccc2n1
0.6,i,9.8,CCOc1ccc(CNS(=O)(=O)c2ccc(-c3ccc(=O)[nH]n3)o2)cc1OC
-0.1,i,19.4,Nc1nnc(C(F)(F)F)s1
0.1,i,12.0,COCCN(C(=O)CCC(=O)Nc1cc(C)on1)C(C(=O)NC(C)(C)C)c1ccc(OC)cc1 (stereo not drawn)
0.3,i,15.7,Cc1cc(=O)oc(C)c1C(=O)OCC(=O)c1ccc(Cl)c(Cl)c1

# New compounds follow
STK33 inh,KCNQ2 block,OX1R antag,Molecule
-1.9,i,0.8,COc1ccc(CN(C(=O)c2cc3ccccc3oc2=O)C2CCS(=O)(=O)C2)cc1 (stereo not drawn)
-1.1,-9.36*,73.7*,O=C(CN(c1ccc(Cl)c(Cl)c1)S(=O)(=O)c1ccccc1)N1CCc2ccccc2C1
-0.6,i,19.8,CCCn1c(N)c(C(=O)COC(=O)CCNS(=O)(=O)c2ccccc2F)c(=O)[nH]c1=O
0.5,·,0.1,Cc1cccc(NC(=O)CN(C)C(=O)C2CC2)c1C
-0.5,i,17.5,CN(Cc1ccccc1)c1nc(N)nc(Cl)c1C=O
-0.9,i,4.7,CC(C)c1ccccc1NS(=O)(=O)N(C)C
-1.0,i,2.0,CC(=O)NC1C(=O)N=C(SCC(=O)Nc2ccc(C(F)(F)F)cc2Cl)NC1=O (stereo not drawn)
-0.6,·,4.4,N#Cc1ccc(CN2CCN(C(=O)c3ccc(S(=O)(=O)NCc4ccco4)cc3)CC2)cc1
0.5,i,2.9,O=C1c2ccccc2C(=O)N1c1ccc(Cl)cn1
0.0,i,5.3,CC(C)c1ccc(OC(=O)NCCO)cc1
0.9,i,16.9,COCCNC(=O)COC(=O)c1ccc(OCC(=O)Nc2ccccc2OC)c(OC)c1
-0.8,i,3.8,COCCCNCCOCCOc1ccc(Cl)cc1C(C)(C)C
2.8,i,2.5,CCOc1ccc2[nH]c3c(N4CCN(C(=O)c5ccco5)CC4)ncnc3c2c1
-1.2,·,60.3*,CCCCNc1c(-c2ccc(OC)c(SC(C)CC)c2)nc2ccc(C)cn12 (stereo not drawn)
-0.9,·,5.3,CN(CCOc1ccc(Cl)cc1)C(=O)c1cc(S(=O)(=O)N2CCOCC2)ccc1N1CCCC1
-1.4,i,36.2,CCCS(=O)(=O)N1CCN(C(=O)COc2ccc(OC)cc2)CC1
-0.8,i,31.3,CC(C)CCNC(=O)c1cc(-c2ccncc2)nc2ccc(S(=O)(=O)N3CCOCC3)cc12
-0.8,·,4.0,COCC(C)n1c(SCC(=O)NC(=O)NC2CCCC2)nc2ccccc2c1=O (stereo not drawn)
0.5,i,30.6,CN(CC(=O)N1CCN(C2CCCCC2)CC1)S(=O)(=O)c1cccc2nsnc12
-1.8,i,34.6,CCOC(=O)C1=C2c3cc(OC)c(OC)cc3CC(C)(C)N2C(=O)C1=O
-1.6,i,25.9,O=C(O)Cc1ccc(NC(=O)c2ccc3c(c2)C(=O)N(Cc2ccco2)C3=O)cc1
0.4,i,21.1,Cc1cccc(NC(=O)c2sc3nc(-c4ccccc4)cn3c2C)n1
-0.5,i,6.2,CC(=O)Nc1ccc(S(=O)(=O)N(C)CC(=O)OC(C)C(=O)NC2CCCCC2)cc1 (stereo not drawn)
-0.8,i,8.3,C/C(=N/NC(=O)c1ccc2c(c1)OCCO2)c1ccc([N+](=O)[O-])cc1
1.0,i,19.8,COc1cccc(CNc2nc(-c3cccnc3)nc3ccccc23)c1
-3.9,i,-1.1,CCCCn1c(SCC(=O)NCc2ccc(OC)c(C(=O)O)c2)nc2cc(S(N)(=O)=O)ccc21
0.5,i,8.5,CCCCNC(=S)NCc1ccc2[nH]c3c(c2c1)CCCC3
-1.6,i,6.4,O=C(COC(=O)c1cc(C(F)(F)F)cc(C(F)(F)F)c1)NCc1ccc(Cl)cc1
6.8,i,56.0*,O=C(Nc1cccc(-c2nc3ncccc3o2)c1)c1ccccc1
0.5,i,18.1,Cc1c(NC(=O)COC(=O)C(c2ccc(Cl)cc2)C(C)C)c(=O)n(-c2ccccc2)n1C (stereo not drawn)

# Shown as labelled records: part of the list above.
> CCCCNc1c(-c2ccc(OC)c(SC(C)CC)c2)nc2ccc(C)cn12 (stereo not drawn)
  STK33 inh: -1.2	KCNQ2 block: ·	OX1R antag: 60.3*
> CN(CCOc1ccc(Cl)cc1)C(=O)c1cc(S(=O)(=O)N2CCOCC2)ccc1N1CCCC1
  STK33 inh: -0.9	KCNQ2 block: ·	OX1R antag: 5.3
> CCCS(=O)(=O)N1CCN(C(=O)COc2ccc(OC)cc2)CC1
  STK33 inh: -1.4	KCNQ2 block: i	OX1R antag: 36.2
> CC(C)CCNC(=O)c1cc(-c2ccncc2)nc2ccc(S(=O)(=O)N3CCOCC3)cc12
  STK33 inh: -0.8	KCNQ2 block: i	OX1R antag: 31.3

# Next part
STK33 inh,KCNQ2 block,OX1R antag,Molecule
0.1,i,18.0,O=C(NC(=S)NCc1cccnc1)c1ccccc1F
-0.2,i,28.1,CC(=O)c1c(C)[nH]c(C(=O)OCC(=O)NCCc2ccc(Cl)cc2)c1C
-1.6,i,22.7,CCNC(=O)/C(C#N)=C/c1c(N2CCN(C)CC2)nc2c(C)cccn2c1=O
-2.0,i,10.9,COc1cc(/C=C2\SC(=S)N(CC(=O)Nc3cccnc3)C2=O)cc(OC)c1OC
-2.2,i,1.5,Nc1ccc(S(=O)(=O)NNC(=O)C(=O)NNc2ccccn2)cc1
0.7,i,103.7*,CN1CCS/C1=C/C=C1\SC(=S)N(CC(=O)O)C1=O
-0.8,i,9.1,Cc1ccc(S(=O)(=O)N2CCCCC2)cc1C(=O)NCc1ccncc1
-2.4,i,1.3,CCOc1cc(C(=O)N/N=C(\C)Cc2ccc(OC)cc2)cc(OCC)c1OCC
-0.8,·,11.7,CC1(C)S[C@@H]2[C@H](NC(=O)[C@H](N)c3ccccc3)C(=O)N2[C@H]1C(=O)OC1OC(=O)c2ccccc21 (stereo partly drawn)
0.5,i,8.6,Cc1cccc(NC(=O)Cn2nc(-c3ccco3)ccc2=O)c1C
0.6,i,-9.6,C=CCOc1ccc(CN(C)C(=O)C2CCCO2)cc1 (stereo not drawn)
-1.6,i,13.5,CCC(C)(C)n1nnnc1C(C(C)C)N1CCN(C(=O)c2ccco2)CC1 (stereo not drawn)
-0.6,i,23.6,O=C1C2C(c3cccc(/C=C/c4ccccc4)c3)CC=CC2C(c2ccc(C(F)(F)F)cc2)N1Cc1ccccc1 (stereo not drawn)
-1.1,i,29.9,Cc1nc2ccc(NC(=O)c3ccc([N+](=O)[O-])cc3)cc2s1
-5.6,i,4.8,COc1ccc(NC2CCCN(C(=O)c3ccc(C)nc3)C2)cc1 (stereo not drawn)
-0.1,i,18.5,O=C(O)C1CCCCC1C(=O)NCCCN1CCCC1=O (stereo not drawn)
-0.7,i,16.4,CC(C)(C#N)c1cc(Cn2cncn2)cc(C(C)(C)C#N)c1
0.0,i,5.1,CC(NC(=O)C1CCC(C(C)(C)C)CC1)C(c1ccccc1)N1CCOCC1 (stereo not drawn)
0.9,i,19.6,C=CCn1c(SCC(=O)Nc2sccc2C(N)=O)nc2sc(C)c(C)c2c1=O
-0.8,i,13.5,COc1ccc(OCc2n[nH]c(=S)n2-c2ccc(C)cc2)cc1
0.2,i,20.3,CCOC(=O)c1c(-c2ccccc2)cn2c(C)cc(C)nc12
-0.2,i,8.6,O=C(OC(C(=O)NCc1ccccc1)c1ccccc1)c1ccco1 (stereo not drawn)
0.6,i,1.4,Cc1ccc(NC(=O)C2C3C=CC4(O3)C2C(=O)N(CCCN2CCCCC2)C4C(=O)NC2CCCCC2)cc1C (stereo not drawn)
0.6,i,15.9,O=C(c1cccc(F)c1)N1CCN(C(=O)C2CC2)CC1
0.3,i,9.5,C=CCOC(=O)C1=C[C@H](c2coc3ccccc3c2=O)C[C@H](OCCCCO)O1
-1.3,·,5.8,COc1c2c(cc3oc(CO[C@@H]4O[C@H](CO)[C@@H](O)[C@H](O)[C@H]4O)cc(=O)c13)O[C@H](C(C)(C)O)C2
0.0,i,32.6,Cc1ccc(-c2nnc(COC(=O)c3ccco3)o2)cc1
0.7,i,19.5,COc1ccccc1C(=O)Nc1cc2cc(Br)ccc2oc1=O
-1.4,i,13.5,CSc1nnc(C2CCN(CC(=O)Nc3ccccc3N3CCOCC3)CC2)n1C(C)C
-1.8,i,21.1,COCCN1CCN(C(=O)c2ccc3oc(CCCc4ccccc4)nc3c2)CC1

# Going on with the list.
STK33 inh,KCNQ2 block,OX1R antag,Molecule
-0.4,i,11.3,CCOC(=O)c1ccc(CNC(=O)Cn2nnc(-c3cccc(C)c3)n2)o1
1.2,i,12.6,Cc1cc(CCN2CCC(=O)NC2=S)ccc1OC(C)C
-1.4,i,7.3,O=c1c2c(-c3ccccc3)csc2nc2n1CCC2
-0.2,i,9.8,COc1cccc(C2NC(CCSC)(C(=O)O)C3C(=O)N(C(C)C)C(=O)C23)c1O (stereo not drawn)
0.2,·,27.2,O=C(CSc1nnc2ccccn12)NNC(=O)c1cccc([N+](=O)[O-])c1
-1.9,i,4.6,O=c1[nH]nc(-c2ccc(F)cc2)cc1Cc1ccccc1
-2.0,i,8.3,O=C(CC1C(=O)NCCN1Cc1cccc(Oc2ccccc2)c1)NCCc1ccncc1 (stereo not drawn)
-1.2,i,10.4,O=C(c1ccco1)N1CCCN(Cc2nc(-c3cccs3)no2)CC1
0.1,i,16.3,CC(=C/c1ccc(C(C)C)cc1)/C=N/NC(=O)c1ccncc1
-0.2,i,27.4,Cc1ccc(S(=O)(=O)N2CCC(=O)N(C(COCc3ccc(Cl)cc3)Cc3ccccc3)CC2)cc1 (stereo not drawn)
-2.8,i,4.0,Cc1cnc(C(=O)OCC(=O)NC(=O)NC(C)C)cn1
-1.6,i,15.5,S=c1[nH]nc(-c2ccc3ccccc3n2)n1Cc1ccccc1
-0.4,i,13.5,CCC(CC)c1nnc(NC(=O)CCc2ccccc2OC)s1
0.8,i,6.3,CCOc1ccc(Br)cc1/C=N/O

# Four of the compounds above, field by field:
Cc1ccc(S(=O)(=O)N2CCC(=O)N(C(COCc3ccc(Cl)cc3)Cc3ccccc3)CC2)cc1 (stereo not drawn)
  STK33 inh = -0.2
  KCNQ2 block = i
  OX1R antag = 27.4

Cc1cnc(C(=O)OCC(=O)NC(=O)NC(C)C)cn1
  STK33 inh = -2.8
  KCNQ2 block = i
  OX1R antag = 4.0

S=c1[nH]nc(-c2ccc3ccccc3n2)n1Cc1ccccc1
  STK33 inh = -1.6
  KCNQ2 block = i
  OX1R antag = 15.5

CCC(CC)c1nnc(NC(=O)CCc2ccccc2OC)s1
  STK33 inh = -0.4
  KCNQ2 block = i
  OX1R antag = 13.5

# Screening results from PubChem BioAssay.
